# GPR55 antagonists = GPR55 antagonists blocking LPI-driven arrestin recruitment, primary screen, imaging, U2OS, beta-arrestin-GFP, LPI agonist (AID 2013) | U2OS GPR55 beta-arrestin-GFP translocation imaging, LPI antagonism; higher % means a stronger effect | one-dose inhibition, % at 10 µM; IC50 in µM for titrated hits | hit rate 0.13% among 290,000;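 active = spots per cell inhibited over 60%, with over 100 cells counted and total cytoplasm intensity under 500,000; inconclusive = wells with under 100 cells, flagged as likely toxic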;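 note: U2OS cells stably carrying GPR55 and arrestin-GFP stimulated by 5 µM LPI near EC80; imaged beta-arrestin-GFP aggregate spots per cell after agonist stimulation; plate controls were LPI-stimulated DMSO wells for no effect and DMSO wells without LPI for full effect; some results filed as inactive read as strong as hits; confirmed hits need IC50 under 10 µM and bright autofluorescent wells are also inconclusive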
# Myeloid diff 2 = myeloid differentiation induction; AID 624256; ER-HoxA9 myeloid progenitors, lysozyme-GFP differentiation, flow cytometry; hit rate 1% among 360,000; calls only at 10 µM;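 active = normalized GFP-positive differentiation at or above the plate's own cutoff, the solvent-only control mean plus 3 SD; inconclusive = no clear call, values can overlap the other calls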;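 note: cells exposed to compound for four days before flow analysis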
# KOR beta-arrestin-1 = KOR agonists, beta-arrestin recruitment, primary screen, cell-based, luminescence, uHTS (AID 1777); one-dose activation, % at 10 µM; EC50 in µM for titrated hits; hit rate 0.02% among 280,000; KOR beta-arrestin recruitment, luminescence; higher % means a stronger effect; in the data active = activation above about 50%, passing the limit was not always enough; note: a part of the inactive calls stands beside numbers as strong as those of hits
# HEK293 NOD2/NF-kB = inhibition of NOD2-driven NF-kB reporter – cell-based, luminescence, uHTS, HEK293 (AID 1566); HEK293 NOD2/NF-kB luciferase reporter, luminescence; higher % means a stronger effect; inhibition, % at 4 µM; hits with a dose series show EC50 in µM; hit rate 0.63% among 290,000; note: many of its hits are not listed in these tables
# GPR55 beta-arrestin = GPR55 agonists via beta-arrestin recruitment, primary screen, imaging, U2OS cells, beta-arrestin-GFP redistribution (AID 1961); activation, % at 10 µM; hits with a dose series show EC50 in µM; U2OS GPR55 beta-arrestin-GFP redistribution imaging; higher % means a stronger effect; hit rate 0.048% among 290,000;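 active = activation above 40% with more than 50 cells counted in the well; inconclusive = wells holding fewer than 50 cells, flagged as toxic or sparse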;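 note: U2OS osteosarcoma cells stably expressing GPR55 and beta-arrestin-GFP; plate controls were DMSO negative control for no effect and LPI positive control for full effect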
# NTR1 ag = NTR1-driven beta-arrestin-GFP spot formation – imaging, U2OS cells, high content, primary screen (AID 493036); hit rate 0.17% among 330,000; P30989; agonist mode; activation, % at 20 µM;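 active = activation at or above 40% of the spot to cytoplasm intensity ratio, with at least 20 cells analyzed; inconclusive = wells under 20 cells, flagged as cytotoxic or low count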;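 note: 0% = DMSO without peptide and 100% = 100 nM NTR1 peptide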
# Target sequence (P30989 whole entry, looked up): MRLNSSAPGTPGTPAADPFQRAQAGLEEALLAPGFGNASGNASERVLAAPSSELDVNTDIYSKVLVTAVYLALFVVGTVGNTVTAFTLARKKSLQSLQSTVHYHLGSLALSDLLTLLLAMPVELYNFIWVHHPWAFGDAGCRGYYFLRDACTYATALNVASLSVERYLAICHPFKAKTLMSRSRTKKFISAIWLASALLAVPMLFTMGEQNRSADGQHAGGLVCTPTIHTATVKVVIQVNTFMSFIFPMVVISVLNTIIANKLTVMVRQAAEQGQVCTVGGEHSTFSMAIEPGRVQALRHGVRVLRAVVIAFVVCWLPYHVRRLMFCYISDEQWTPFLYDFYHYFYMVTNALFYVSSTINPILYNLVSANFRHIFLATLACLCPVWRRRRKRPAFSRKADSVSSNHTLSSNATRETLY
# T cell HTS = T cell immune modulators affecting CD8 T cell-vesicle binding | hit rate 0.068% among 330,000 | 2C CD8+ T cell-vesicle binding, flow cytometry; active compounds read low | calls only at 7 µM;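 active = response, share of CD8 T cells binding vesicles, and their 90th percentile fluorescence all below set limits, cut at about 80% in these data, passing the limit was not always enough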
#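 material = purified 2C TCR transgenic mouse naive CD8+ T cells | controls = Unloaded micro-vesicles (low), QL9 vesicles with 0.7% DMSO (high) | detection = cytometric PE anti-B7-1 and Alexa647 anti-CD8 signals after 1% paraformaldehyde fixation | incubation = binding step 1.5 h, 37 °C, antibody labelling 20 min, ice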
# NOD1 NF-kB reporter = inhibition of NOD1-driven NF-kB reporter – cell-based, luminescence, uHTS, primary screen (AID 1578) | NOD1-driven NF-kB luciferase reporter cells, luminescence; higher % means a stronger effect | inhibition, % at 4 µM; hits with a dose series show EC50 in µM | hit rate 1% among 290,000; in the data active = inhibition mostly above about 36%, no sharp cut-off; inactive = mostly below about 34%;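 note: HEK-293T reporter cells stimulated with the NOD1 agonist gamma-tri-DAP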
# KOR beta-arrestin-2 = KOR antagonists, beta-arrestin recruitment, cell-based, luminescence, uHTS (AID 1778) | hit rate 0.091% among 290,000 | KOR beta-arrestin recruitment, luminescence, antagonist mode; higher % means a stronger effect | inhibition, % at 10 µM; hits with a dose series show IC50 in µM; note: strong numbers were not always called active
# T cell HTS vesicle-bound % = further read-out of T cell HTS, marked with its call; double positive events, %; measured here: CD8+ vesicle-bound cell fraction;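 binding gate set so that unloaded-vesicle control wells show 10% double positive cells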
# NTR1 ag cell count 20 µM = further read-out of NTR1 ag, marked with its call; cell count; measured here: cell count, cytotoxicity flag
# Myeloid diff 2 GFP+ MAC1+ % = further read-out of Myeloid diff 2, marked with its call; GFP+ MAC1+ double positive, %; measured here: differentiation confirmed by MAC1 staining
# The depositor's hits bear a star; i = inactive; ? = inconclusive; . = no result given; [ ] = another dose, or the depositor's remark. Cut-off read from the data, not from the text of the source, unless noted: active = inhibition above about 50%; inactive = the rest.
# Preview:
[1] CC(C)(C)CN1CCC(Oc2cccc(C(=O)N3CCNC(=O)C3(C)C)c2)CC1
[2] CC(C)C(=O)NNS(=O)(=O)c1ccccc1[N+](=O)[O-]
[3] CC1(C)CC(=O)C2=C(C1)N(c1ccccc1)C(=O)CC2c1ccc(O)cc1 (configuration not stated)
[4] CCOC(=O)C1C(=O)CC(C)(O)C(C(=O)OCC)C1c1ccc(OCC)cc1 (configuration not stated)
[5] CCNc1nc(NC(C)C)nc(N(C)C#N)n1
Compound	1	2	3	4	5
GPR55 antagonists	-3.0%	15.2%	-0.4%	-0.1%	-4.1%
Myeloid diff 2	i	i	i	i	i
Myeloid diff 2 GFP+ MAC1+ %	4.0	0.7	0.5	2.9	0.4
KOR beta-arrestin-1	-1.9%	-0.3%	-3.6%	-2.9%	5.6%
HEK293 NOD2/NF-kB	11.3%	11.6%	3.7%	16.0%	12.7%
GPR55 beta-arrestin	0.0%	-0.2%	1.0%	0.2%	-0.1%
NTR1 ag	-0.3	3.4	-1.1	0.6	3.7
NTR1 ag cell count 20 µM	66	51	46	56	57
T cell HTS	i	i	i	i	i
T cell HTS vesicle-bound %	25.1	5.3	48.4	21.9	3.6
NOD1 NF-kB reporter	-6.8%	-18.8%	-20.4%	11.7%	-8.6%
KOR beta-arrestin-2	-14.7%	34.4%	-8.0%	-19.5%	12.8%

# The listing (from the top)
[1] CC(C)(C)CN1CCC(Oc2cccc(C(=O)N3CCNC(=O)C3(C)C)c2)CC1
[2] CC(C)C(=O)NNS(=O)(=O)c1ccccc1[N+](=O)[O-]
[3] CC1(C)CC(=O)C2=C(C1)N(c1ccccc1)C(=O)CC2c1ccc(O)cc1 (configuration not stated)
[4] CCOC(=O)C1C(=O)CC(C)(O)C(C(=O)OCC)C1c1ccc(OCC)cc1 (configuration not stated)
[5] CCNc1nc(NC(C)C)nc(N(C)C#N)n1
[6] O=C(NC(=O)N1CCCCCC1)c1ccccc1
[7] O=C(/C=C/c1ccc(F)cc1)Nc1cc(S(=O)(=O)N2CCOCC2)ccc1N1CCCC1
[8] Nc1nc2nccc(-c3ccccn3)n2n1
[9] COc1ccc(NC(=O)CSc2nc3ccsc3c(=O)n2CCC(=O)O)c(OC)c1
[10] Cc1cc(C)nc(SCNC(=O)c2ccc(F)cc2)n1
Compound	1	2	3	4	5	6	7	8	9	10
GPR55 antagonists	-3.0%	15.2%	-0.4%	-0.1%	-4.1%	10.4%	5.3%	-0.6%	12.0%	8.8%
Myeloid diff 2	i	i	i	i	i	i	i	i	i	i
Myeloid diff 2 GFP+ MAC1+ %	4.0	0.7	0.5	2.9	0.4	0.8	0.9	0.0	4.7	1.0
KOR beta-arrestin-1	-1.9%	-0.3%	-3.6%	-2.9%	5.6%	-3.0%	1.3%	-2.2%	0.9%	2.1%
HEK293 NOD2/NF-kB	11.3%	11.6%	3.7%	16.0%	12.7%	24.0%	-4.7%	4.6%	9.4%	13.5%
GPR55 beta-arrestin	0.0%	-0.2%	1.0%	0.2%	-0.1%	-0.1%	1.5%	0.1%	0.2%	0.3%
NTR1 ag	-0.3	3.4	-1.1	0.6	3.7	-1.2	0.7	-0.4	-1.5	-1.6
NTR1 ag cell count 20 µM	66	51	46	56	57	53	44	31	69	55
T cell HTS	i	i	i	i	i	i	i	i	i	i
T cell HTS vesicle-bound %	25.1	5.3	48.4	21.9	3.6	28.6	42.1	46.0	33.0	23.5
NOD1 NF-kB reporter	-6.8%	-18.8%	-20.4%	11.7%	-8.6%	-19.1%	-28.3%	-32.8%	-32.8%	-6.2%
KOR beta-arrestin-2	-14.7%	34.4%	-8.0%	-19.5%	12.8%	4.1%	27.6%	-3.5%	-8.5%	-22.2%

[11] CCc1ccc(OCC(=O)O/N=C(\N)c2ccncc2)cc1
[12] Cc1ccccc1CN1CCN(S(=O)(=O)c2cccc3nsnc23)CC1
[13] O=C(O)CN1CCN(c2ncc(C(F)(F)F)cc2Cl)CC1
[14] COc1ccc(NC(=O)C2CCCN(c3nn4c(=O)cc(C)nc4s3)C2)c(OC)c1 (configuration not stated)
[15] CCOc1ncccc1C(=O)Nc1ccc(-c2ccc3nnc(C)n3n2)cc1
[16] CCn1c(=O)n(CCOC)c(=O)c2c3c(sc21)CCCC3
[17] Cc1cc(C)cc(C(=O)Nc2ccc(N3CCCC3)cc2)c1
[18] COCC(C)NC(=O)C1CC(c2cccc(Br)c2)=NO1 (configuration not stated)
[19] O=C(c1ccc2c(c1)OCO2)N1CCC2(CC1)Oc1ccc(Cl)cc1C(=O)C21CC(c2ccccc2)=NO1 (configuration not stated)
[20] Cc1ccc(Cl)cc1N1CCN(C(=S)NCCc2ccccc2)CC1
Compound	11	12	13	14	15	16	17	18	19	20
GPR55 antagonists	-23.9%	-5.8%	3.2%	-3.0%	-20.1%	-5.0%	22.9%	8.4%	7.8%	3.6%
Myeloid diff 2	i	i	i	i	i	i	i	i	i	i
Myeloid diff 2 GFP+ MAC1+ %	1.0	0.4	0.6	0.8	0.6	0.7	0.4	0.9	3.1	0.1
KOR beta-arrestin-1	7.8%	-1.2%	-2.8%	-2.7%	9.1%	5.1%	-3.7%	-1.8%	0.1%	-2.6%
HEK293 NOD2/NF-kB	-0.8%	29.9%	3.9%	-0.9%	-6.2%	12.2%	-116.3%	8.6%	-5.4%	-51.6%
GPR55 beta-arrestin	0.3%	-0.2%	-0.2%	0.3%	-0.2%	0.3%	-0.2%	0.0%	-0.1%	-0.2%
NTR1 ag	2.5	1.7	2.6	0.4	3.5	0.1	2.1	-1.6	-0.9	3.4
NTR1 ag cell count 20 µM	68	64	42	65	75	49	50	90	85	37
T cell HTS	i	i	i	i	i	i	i	i	i	i
T cell HTS vesicle-bound %	65.3	23.0	28.2	9.6	32.7	18.5	47.5	38.1	10.9	46.4
NOD1 NF-kB reporter	-39.3%	1.9%	-19.9%	-11.7%	6.0%	-20.9%	-7.1%	1.0%	-6.3%	-50.1%
KOR beta-arrestin-2	-19.3%	-1.1%	-5.1%	-14.6%	-28.2%	-78.5%	-21.0%	-4.6%	12.5%	-14.1%

[21] CCC(C)NC(=O)C(=O)NCc1ccncc1 (configuration not stated)
[22] OCCCC1CCCCN1Cc1nc(Cc2ccccc2Cl)no1 (configuration not stated)
[23] O=C(O)C1CCCCC1C(=O)Nc1ccccc1Cl (configuration not stated)
[24] CCN(Cc1ccccc1)S(=O)(=O)c1ccc(C(=O)N2CCN(c3nc4ccccc4s3)CC2)cc1
[25] O=C(Nc1ccc(Cl)cc1)c1cccc(NC2=NC3CS(=O)(=O)CC3S2)c1 (configuration not stated)
[26] COc1ccc(C)cc1NS(=O)(=O)c1ccc(-c2cnc(C3CC3)o2)cc1
[27] COc1cccc(/C=N/n2c(-c3n[nH]c4c3CCC4)n[nH]c2=S)c1OC
[28] CCOc1ccc(NC(=O)c2ccccn2)cc1
[29] O=C1/C(=C\Nc2ccccc2)CCN1c1ncccn1
[30] CC1=NN(c2ccccc2)C(=O)/C1=C\c1cn(CCC#N)nc1-c1ccc(Cl)cc1
Compound	21	22	23	24	25	26	27	28	29	30
GPR55 antagonists	-8.9%	-3.2%	25.9%	-0.5%	-9.1%	-3.1%	7.9%	8.0%	2.4%	8.3%
Myeloid diff 2	i	i	i	i	i	?	i	i	i	i
Myeloid diff 2 GFP+ MAC1+ %	7.8	0.2	0.9	0.7	4.3	.	0.0	0.4	1.1	0.2
KOR beta-arrestin-1	2.8%	3.1%	0.8%	11.5%	-6.3%	25.1%	-1.5%	0.8%	-2.5%	-3.9%
HEK293 NOD2/NF-kB	1.8%	3.8%	4.3%	37.9%	18.2%	27.1%	11.6%	8.4%	-29.5%	5.6%
GPR55 beta-arrestin	0.1%	-0.2%	-0.1%	-0.4%	0.6%	0.3%	0.2%	-0.2%	0.2%	0.0%
NTR1 ag	-1.2	0.8	-1.8	1.8	4.8	4.7	-1.2	0.0	-0.8	13.8
NTR1 ag cell count 20 µM	51	62	91	71	58	51	43	63	39	91
T cell HTS	i	i	i	i	i	i	i	i	i	i
T cell HTS vesicle-bound %	30.8	28.8	19.8	8.3	26.7	21.3	19.5	42.1	50.2	44.2
NOD1 NF-kB reporter	3.6%	-41.3%	2.0%	28.4%	3.6%	25.1%	-10.7%	52.0%	-27.1%	8.2%
KOR beta-arrestin-2	-9.0%	-0.8%[20 µM]	-33.7%	29.0%	-13.6%[20 µM]	-202.3%	2.9%	-9.7%	17.0%	35.2%

[31] COc1cc2ccccc2cc1C(=O)NCC(c1cccs1)N(C)C (configuration not stated)
[32] COc1ccc(/C(N)=N/OC(=O)Cc2ccccc2[N+](=O)[O-])cc1
[33] Cc1nnc(NC(=O)c2nn(CC(C)C)c(=O)c3ccccc23)s1
[34] CN(C)CCn1ccc(O)c(Cc2ccc(Cl)cc2)c1=O
[35] CCn1c(O)c(N=N)c2ccccc21
[36] c1ccc(CSc2nnc(-c3cccs3)n2Cc2ccco2)cc1
[37] O=C(CSc1nnc(CNC(=O)c2ccccc2)o1)Nc1nccs1
[38] O=S(=O)(c1ccc(F)cc1)N1CCN(c2ccccc2)CC1
Compound	31	32	33	34	35	36	37	38
GPR55 antagonists	1.3%	5.6%	-2.9%	-10.0%	13.0%	25.8%	21.1%	-6.0%
Myeloid diff 2	i	i	i	i	i	i	i	i
Myeloid diff 2 GFP+ MAC1+ %	1.5	0.3	0.3	0.5	0.4	0.4	1.4	0.9
KOR beta-arrestin-1	3.0%	-2.4%	5.6%	4.4%	-4.7%	-2.7%	-4.7%	-2.8%
HEK293 NOD2/NF-kB	-81.1%	-2.6%	8.1%	21.8%	12.6%	-24.0%	-3.9%	-1.3%
GPR55 beta-arrestin	-0.2%	-0.2%	-0.6%	-0.1%	0.5%	-0.1%	0.0%	-0.2%
NTR1 ag	1.0	-1.0	-1.0	-1.4	-0.1	1.0	0.1	0.8
NTR1 ag cell count 20 µM	63	44	56	106	29	84	64	82
T cell HTS	i	i	i	i	i	i	i	i
T cell HTS vesicle-bound %	15.1	24.8	39.5	50.2	5.0	32.4	19.0	22.6
NOD1 NF-kB reporter	-58.9%	-24.7%	-27.9%	2.6%	-38.6%	-36.1%	-11.7%	12.8%
KOR beta-arrestin-2	26.4%	15.8%	-8.4%	-10.1%	-24.3%	-6.6%	7.2%	12.7%

# Screening results as filed in PubChem.

# The list is partial; rates above refer to the full screens.
